# Bioassay records (PubChem BioAssay)
# TAAR1 antag = antagonists of human TAAR1; Q96RJ0; CHO RD-HGA16 TAAR1, Fluo-8 calcium fluorescence, antagonist; inhibition, % at 3 µM; 360,000 compounds, 1.5% hits; AID 624466;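 active means inhibition above a per-plate cutoff, the mean inhibition of test compounds on that plate plus 3 SD, cut at about 49% in these data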;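 further: 0% = DMSO plus EC80 beta-PEA response and 100% = DMSO alone without agonist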
# Target sequence (Q96RJ0 whole entry, looked up): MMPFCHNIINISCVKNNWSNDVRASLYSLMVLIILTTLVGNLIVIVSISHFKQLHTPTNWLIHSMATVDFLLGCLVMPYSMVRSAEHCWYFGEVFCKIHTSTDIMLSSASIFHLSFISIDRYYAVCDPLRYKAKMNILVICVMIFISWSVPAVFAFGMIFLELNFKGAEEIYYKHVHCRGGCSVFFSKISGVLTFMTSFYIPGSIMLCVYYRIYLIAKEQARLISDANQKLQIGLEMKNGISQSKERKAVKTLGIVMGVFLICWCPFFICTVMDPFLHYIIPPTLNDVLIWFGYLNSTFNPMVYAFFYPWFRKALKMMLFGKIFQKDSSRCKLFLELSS
#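 Test system: RD-HGA16 CHO cells with stable hTAAR1 and Gα16 / Probe or stimulus: EC80 β-phenethylamine stimulus / Times: seeding 17-24 h prior, 75-min 37 °C, 30-min RT dye loading / Detection: Fluo-8 calcium-sensitive fluorescence / Read-out basis: % inhibition scaled between DMSO and EC80 PEA controls / Repeats: singlicate, one well per test compound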
# OXTR potentiate = human OXTR potentiation; CHO-OTR cells, Fluo-8 calcium fluorescence, potentiator mode; 0% = oxytocin EC15, 100% = EC100; activation, % at 3 µM; 320,000 compounds, 0.061% hits; AID 2445;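 active means activation above that plate's cutoff, the mean activation of tested compounds plus 3 SD, cut at about 6.6% in these data, passing the limit was not always enough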;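 further: 100% uses oxytocin at 75 nM as the full agonist control; some results filed as inactive read as strong as hits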
#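 Replication – single well per compound, singlicate · Assay system – CHO cell line stably expressing human OTR · Timing – 6 min pre-incubation, 100 s read · Measure – normalized max/min fluorescence ratio, % activation · Doses – 3.0 µM, one dose · Detection – Fluo-8 calcium dye fluorescence · Probe or stimulus – oxytocin near EC15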
# CHRM1 agonist = activates human CHRM1 receptor | 360,000 compounds, 0.33% hits | CHO-K1 hM1, Fluo-8 calcium fluorescence, agonist mode; 0% DMSO, 100% acetylcholine EC100 | P11229 | activation, % at 3 µM;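 active means activation above the run's mean compound activation plus 3 SD, cut at about 16% in these data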;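 further: peak over basal fluorescence ratio within a 140 s kinetic read after compound addition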
# Target sequence (P11229 whole entry, looked up): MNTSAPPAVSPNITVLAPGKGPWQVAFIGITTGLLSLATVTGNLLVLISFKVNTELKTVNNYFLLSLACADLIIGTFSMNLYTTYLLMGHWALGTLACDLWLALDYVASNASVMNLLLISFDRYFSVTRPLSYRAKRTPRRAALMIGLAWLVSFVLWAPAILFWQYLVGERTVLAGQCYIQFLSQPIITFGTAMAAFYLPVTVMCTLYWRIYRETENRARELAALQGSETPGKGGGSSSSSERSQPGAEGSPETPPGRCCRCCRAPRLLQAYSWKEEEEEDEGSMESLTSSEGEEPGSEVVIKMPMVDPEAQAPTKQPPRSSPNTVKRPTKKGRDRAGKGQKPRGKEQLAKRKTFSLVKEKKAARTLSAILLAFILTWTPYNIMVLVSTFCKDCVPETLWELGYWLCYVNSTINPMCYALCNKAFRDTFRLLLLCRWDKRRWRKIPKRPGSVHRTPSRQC
# CHO-K1 Ca antag = nonselective inhibitor or artifact in parental CHO-K1 cells | ATP-induced calcium, Fluo-8 fluorescence | inhibition, % at 3 µM | 360,000 compounds, 0.6% hits;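 active means inhibition above a per-plate cutoff, the plate's mean sample inhibition plus 3 SD, cut at about 24% in these data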;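 further: 0% = DMSO plus EC80 ATP and 100% = DMSO alone without ATP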
# TAAR1 agonist = human TAAR1 agonism; Q96RJ0; CHO RD-HGA16 TAAR1, Fluo-8 calcium fluorescence; vehicle wells 0%, saturating PEA agonist 100%; activation, % at 3 µM; 360,000 compounds, 0.99% hits;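 active means activation above the mean activation of all test compounds in the run plus 3 SD, cut at about 38% in these data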
#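 Test system: RD-HGA16 (CHO) cells co-expressing Gα16 and hTAAR1; dosing: one-point dosing at 3 µM (nominal); timing: 17-24 h seeding, 75 min 37 °C dye, 30 min RT; signal: kinetic Fluo-8 calcium fluorescence; read-out basis: % activation relative to PEA EC100 response; controls: DMSO and PEA EC100; replicates: n 1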
# CHO parental Ca = signal in parental CHO cells, OX1R antagonist counter-screen; parental CHO-K1, ATP-induced calcium, Fluo-8 fluorescence; inhibition, % at 5.6 µM; 330,000 compounds, 0.63% hits; AID 463079;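 active means inhibition above that plate's mean sample inhibition plus 3 SD, cut at about 26% in these data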;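 further: 0% = ATP-challenged DMSO wells and 100% = DMSO wells without ATP; some compounds past the cut are filed as inactive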
#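 Material: Parental CHO cells | Reagent: ATP | Compound dosing: Single nominal dose of 5.6 µM per compound | Detection: Intracellular calcium via Fluo-8 no-wash fluorescent dye | Read-out: % inhibition of ATP-induced calcium mobilization | Benchmarks: Low control ATP plus DMSO, high control DMSO only | Replicates: Singlicate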
# CHO-K1 Ca ag = counter-screen for M1 agonists: effect in parental CHO-K1 cells | Fluo-8 calcium fluorescence; scaled to maximal ATP response, vehicle zero | activation, % at 3 µM | 360,000 compounds, 0.48% hits | AID 602248; in the data active means activation above about 15%;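 further: untransfected CHO-K1 host cells lacking M1 receptor as counterscreen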
# V1aR counter = V1a receptor agonism, counter-screen for OXTR agonists; P37288; CHO-V1R cells, Fluo-8 calcium fluorescence, agonist mode; 0% DMSO, 100% 3 nM vasopressin; activation, % at 3 µM; 320,000 compounds, 0.25% hits;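 active means activation above the mean activation of all tested compounds plus 3 SD, per screening run, cut at about 20% in these data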;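 further: signal is peak over basal fluorescence ratio across a 100 second FLIPR read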
# M1 PAM parental = counter-screen for M1 PAMs: effect in parental CHO-K1 cells. ATP EC20, Fluo-8 calcium fluorescence; 0% at ATP EC20, 100% at ATP max. activation, % at 3 µM. 360,000 compounds, 0.02% hits. AID 602247;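 active means activation above the run cutoff, the mean activation of all test compounds plus 3 SD, cut at about 40% in these data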;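 further: peak over basal fluorescence ratio in a 140 s read after ATP addition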
# Starred values were filed as active, the others as inactive; . = not tested or not shown.
SMILES,TAAR1 antag,OXTR potentiate,CHRM1 agonist,CHO-K1 Ca antag,TAAR1 agonist,CHO parental Ca,CHO-K1 Ca ag,V1aR counter,M1 PAM parental
O=C(Nc1ccccc1C(=O)NCC1CCCO1)c1ccc(Cl)cc1Cl (stereo unspecified),-9,0,-3,-4,3,-19,3.6,0.1,20
Cc1ccc(C)c(COC(=O)c2cc(S(=O)(=O)N3CCCCC3)ccc2N2CCOCC2)c1,4,-14,-3,-7,2,-15,2.0,1.5,2
C[C@@H](c1ccccc1)N1C[C@H]2CCCN2c2cc(Br)ccc2S1(=O)=O,32,.,-8,-9,4,-22,0.7,.,9
CC1(C)Cc2c(c(=S)nc(-c3ccccc3)n2CCOCCO)CO1,-6,-3,-3,-1,4,-12,0.2,-0.3,-2
COC(=O)C(Nc1ccccc1Cl)(c1cc(C)c(O)c(C)c1)C(F)(F)F (stereo unspecified),83*,-12,-3,5,8,5,0.1,-0.3,-5
NC(=O)c1ccccc1NC(=O)CN1CCN(Cc2ccc(Cl)cc2Cl)CC1,-11,-11,-2,-6,12,-9,5.9,8.5,-2
COc1ccc(C(C(=O)NC2CCCC2)N(CCCO)C(=O)c2snc(C(N)=O)c2N)cc1 (stereo unspecified),9,-7,0,-10,3,-18,0.5,2.0,0
COc1cc(/C=C/C(=O)Nc2ccc(N3CCCCC3)c(S(=O)(=O)Nc3ccccc3Cl)c2)cc(OC)c1OC,-14,-3,-6,-8,1,-11,0.5,0.5,26
CCOC(=O)C1CCN(C(=O)/C=C/c2ccc3c(c2)OCO3)CC1,-16,-8,-2,2,7,1,0.7,2.7,-1
C=CCNc1cc(C(F)(F)F)nc(-c2ccccn2)n1,1,4,-5,-6,3,3,0.3,0.0,21
O=C(NCCCN1CCOCC1)C(=O)N/N=C/c1ccccc1O,-32,-8,-2,-5,2,-1,1.0,0.1,7
CCCCN(CC)C(=O)Cc1ccccc1OC,-7,-1,3,20,12,2,-0.5,-0.4,-7
Cc1c(N=Cc2cc3c(cc2Cl)OCO3)c(=O)n(-c2ccccc2)n1C,11,-1,-4,-17,4,3,0.1,-0.3,13
COc1ccc(-c2[nH]ncc2/C=N/NC(=O)c2ccc(Br)cc2)c(OC)c1,-9,-14,-8,0,2,-11,1.8,4.0,10
CCCC(C)NC(=O)c1cc(S(=O)(=O)N2CCCCCC2)ccc1OC (stereo unspecified),7,-2,-6,4,2,-13,-0.6,-0.7,-13
Cc1ccc(NC(=O)Cc2ccsc2)cc1Cl,-8,-3,-4,1,2,-4,-0.2,-0.7,4
CC(=O)SC(C[N+](=O)[O-])c1cn(C(C)=O)c2ccccc12 (stereo unspecified),4,-10,-2,1,21,-22,1.4,0.2,-4
Oc1ccccc1-c1ccn[nH]1,8,-5,-3,-11,3,-1,1.4,1.6,21
CC(C)COC(=O)c1ccc(NC(=O)C2C3C=CC(C3)C2C(=O)O)cc1 (stereo unspecified),11,-16,-3,-3,5,-19,0.5,0.1,9
CCOc1cccc(CN2CCC(CCC(=O)NC3CC3)CC2)c1O,13,7,-8,-3,-1,-2,-0.2,0.7,8
CCOCCCn1c(SCC(=O)Nc2ccccc2)nc2ccccc2c1=O,-1,3,-6,35*,6,-19,0.1,-0.9,-24
COc1cccc(C(=O)Nc2nnc(S(=O)(=O)N3CCCCC3)s2)c1,7,-3,3,-11,0,5,-0.1,2.4,11
Cc1c(Br)c([N+](=O)[O-])nn1C(C)C(=O)Nc1ccc2c(c1)OCO2 (stereo unspecified),5,-2,-4,-3,5,-11,2.5,2.5,20
O=C(CN1CCN(c2ccc(O)cc2)CC1)N(C1CC1)C1CCS(=O)(=O)C1 (stereo unspecified),2,5,-2,5,0,-8,0.7,1.0,-7
CC(C)CN(C(=O)COC(=O)C12CC3CC(CC(Cl)(C3)C1)C2)c1c(N)n(Cc2ccccc2)c(=O)[nH]c1=O,-7,-9,-1,1,2,-23,0.0,0.0,-24
# Other structures follow.
SMILES,TAAR1 antag,OXTR potentiate,CHRM1 agonist,CHO-K1 Ca antag,TAAR1 agonist,CHO parental Ca,CHO-K1 Ca ag,V1aR counter,M1 PAM parental
CCOC(=O)C1=CN(Cc2cccc(-c3ccc(Cl)nc3)c2)S(=O)(=O)N(C)C1C (stereo unspecified),63*,.,-5,-7,5,-16,0.7,.,5
CC(=O)NC(=S)Nc1cc(C(=O)O)ccc1Cl,1,-11,-3,-11,0,0,0.8,0.0,11
CCCCn1c(N)c(N(CC(C)C)C(=O)CSCC(=O)Nc2cccc(C)c2)c(=O)[nH]c1=O,-25,2,-3,-4,7,5,0.5,1.1,1
Cc1ccc2c(c1)CCO[C@]21O[C@H](CCO)C[C@H](O)[C@H]1O,-7,.,-2,-9,1,.,-0.3,.,8
CCN(C(=O)COC(=O)C1CCC(C(C)(C)C)CC1)c1c(N)n(Cc2ccccc2)c(=O)[nH]c1=O (stereo unspecified),-23,.,2,-9,0,.,-0.4,.,10
Cc1ccc(C(=O)OCC(=O)Nc2ccccc2N2CCOCC2)cc1,3,-3,-2,-4,5,-5,2.0,-1.0,17
CC(=O)c1ccc(OC(C)C(=O)NCC2(N3CCOCC3)CCCCC2)cc1 (stereo unspecified),-23,1,-6,-18,0,-16,0.3,0.2,14
O=C(Cc1csc(-c2ccccc2)n1)NCc1ccco1,-8,-4,0,-14,3,-17,0.9,-0.2,5
Cc1onc(-c2c(Cl)cccc2Cl)c1C(=O)c1ccc(F)cc1,-3,-8,-9,-1,-3,-18,-0.2,-1.6,-8
CCCCCCCCCCCCCCCC(=O)OCC1OC(n2ccc(N)nc2=O)C(O)C1O (stereo unspecified),-3,.,-1,-10,2,.,-0.1,.,-5
CN(C)CCNc1nc(Oc2ccccc2)c2sccc2n1,8,.,-9,-9,0,.,1.0,.,15
CN(C)S(=O)(=O)c1ccc(C(=O)/C=C/c2cccnc2)cc1,2,2,-8,-12,-2,1,1.9,2.0,6
Cc1ccc(C(=O)OCC(=O)c2cc(C)n(CC3CCCO3)c2C)cc1 (stereo unspecified),-18,-9,0,-8,-2,-1,5.5,1.6,19
O=C(N/N=C/C(Br)=C/c1ccccc1)c1ccccc1F,14,-13,1,14,-1,-20,0.4,2.1,-8
O=C(NCc1ccc(F)c(F)c1)C1CCC(=O)N(CCc2ccccc2)C1 (stereo unspecified),-19,.,-2,2,-1,.,0.0,.,-14
CN1C(C(=O)Nc2cccc(O)c2)=CC(c2ccco2)=NS1(=O)=O,15,-5,-1,-11,2,2,0.1,0.2,26
O=C1C2CCCCN2C(=O)N1CCCCN1CCN(c2cccc(Br)c2)CC1 (stereo unspecified),-14,-2,3,-4,9,-18,0.3,1.7,-2
Cc1ccc2c(CC(=O)NC3=NCCS3)coc2c1,8,-12,-2,4,5,-1,0.1,1.5,-7
O=C(c1ccccc1)c1ccc(C(=O)N2CCOCC2)cc1,5,-4,-1,-1,5,-15,0.2,0.5,8
Cc1nnc(SCC(=O)Nc2ccc(S(=O)(=O)Nc3ccc(Cl)nn3)cc2)s1,-16,.,0,4,3,.,0.1,.,-12
COc1ccc(C(=O)CC(=O)c2ccc(OC)cc2)cc1,0,-16,0,-2,0,-10,0.1,0.1,-1
O=S(=O)(Nc1c(F)cccc1F)c1ccc2c(c1)OCCO2,-12,-10,3,-3,2,-7,0.0,0.0,1
COc1ccc(C(=O)/C=C/c2ccc(-c3ccccc3)cc2)cc1CSCC(=O)O,45,.,3,8,34,.,3.0,.,-13
NC(=O)c1c(NC(NC(=O)c2ccco2)C(=O)c2ccc(Cl)cc2)sc2c1CCCC2 (stereo unspecified),-10,-12,-5,-2,0,-6,0.5,-0.2,7
CCN(CC)C(=S)NC(=O)C12CC3CC(CC(C3)C1)C2,21,-9,-8,-3,12,-2,0.2,0.0,13
COc1ccc(C(=O)C2CCCN(C(=O)c3cccnc3OC)C2)c(C)c1 (stereo unspecified),0,-4,0,-6,0,5,0.1,-1.4,30
COc1ccc(-n2nnnc2SCC(=O)c2cc3ccccc3o2)cc1,19,-15,-3,3,0,-11,0.3,1.9,9
CCN(CC)c1ccc(C2N(C(=O)N3CCOCC3)CCN2S(=O)(=O)c2ccc(C)cc2)cc1 (stereo unspecified),-5,-4,-2,-12,16,-16,-0.2,-1.8,17
C=CCN1C(=O)C(O)(CC(=O)c2ccccn2)c2ccccc21 (stereo unspecified),1,-4,-3,-7,1,-42,0.0,1.3,24
Nc1nc(Cl)cc(Oc2ccccc2F)n1,-10,4,0,-6,-1,-3,1.7,1.6,9
